Bioassay records: PubChem BioAssay, several laboratories
GPR7 antagonist = antagonists of human GPR7 (neuropeptides B/W receptor 1); P48145; GPR7-expressing cells, fluorescence antagonist assay; inhibition, % at 4.4 µM; 290,000 tested, 1.1% active; in the data active = inhibition above about 16%, passing the limit was not always enough;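 also: cells stimulated with the agonist NPW; 0% = agonist with vehicle and 100% = vehicle without agonist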
Target sequence (P48145 whole entry, looked up): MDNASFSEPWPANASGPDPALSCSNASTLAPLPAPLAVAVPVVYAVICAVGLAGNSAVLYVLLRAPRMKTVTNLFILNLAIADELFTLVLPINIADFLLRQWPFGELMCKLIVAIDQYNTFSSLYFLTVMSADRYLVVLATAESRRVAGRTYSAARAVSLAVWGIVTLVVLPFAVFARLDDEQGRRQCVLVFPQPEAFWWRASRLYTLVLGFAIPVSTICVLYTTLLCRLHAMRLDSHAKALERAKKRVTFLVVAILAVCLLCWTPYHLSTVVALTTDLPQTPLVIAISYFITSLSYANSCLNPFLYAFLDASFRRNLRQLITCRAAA
VIM-2 inh = inhibitors of Pseudomonas aeruginosa VIM-2 metallo-beta-lactamase; 290,000 tested, 0.89% active; purified VIM-2, nitrocefin hydrolysis, epi-absorbance fluorescence; inhibition, % at 5.6 µM;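 active = inhibition above the mean of all tested compounds plus 3 SD, cutoff set per screening run, cut at about 7.5% in these data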;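 also: red hydrolysis product quenches plate fluorescence so inhibitors raise well fluorescence; 0% = enzyme with DMSO and 100% = DMSO without enzyme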
OXTR agonist = agonists of human oxytocin receptor | CHO-OTR cells, Fluo-8 calcium fluorescence; normalized: DMSO 0%, oxytocin 100% | activation, % at 3 µM | 320,000 tested, 0.32% active;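 active = activation above the mean of all tested compounds plus 3 SD, cutoff set per screening run, cut at about 20% in these data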;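 also: peak over basal fluorescence ratio from a 100 s FLIPR kinetic read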
V1R ag counter = counter-screen for oxytocin receptor agonists: human V1a receptor agonists | P37288 | CHO-V1R cells, Fluo-8 calcium fluorescence, agonist mode; 0% DMSO, 100% 3 nM vasopressin | activation, % at 3 µM | 320,000 tested, 0.25% active;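 active = activation above the mean activation of all tested compounds plus 3 SD, per screening run, cut at about 20% in these data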;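 also: signal is peak over basal fluorescence ratio across a 100 second FLIPR read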
GalR3 antagonist = antagonists of human GalR3; inhibition, % at 3 µM; AID 651719; 360,000 tested, 0.44% active; HEK293 GalR3-CNG cAMP membrane potential fluorescence; galR3 body fused to GalR1 C-terminus;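 active = inhibition above the screen-wide average plus 3 SD, cut at about 13% in these data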;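 also: forskolin and galanin both at EC90 stimulate the cells; cAMP rise reported by CNG channel membrane potential dye signal; 0% = forskolin plus galanin with DMSO and 100% = forskolin alone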
Target sequence (O60755 1-299 limits assumed): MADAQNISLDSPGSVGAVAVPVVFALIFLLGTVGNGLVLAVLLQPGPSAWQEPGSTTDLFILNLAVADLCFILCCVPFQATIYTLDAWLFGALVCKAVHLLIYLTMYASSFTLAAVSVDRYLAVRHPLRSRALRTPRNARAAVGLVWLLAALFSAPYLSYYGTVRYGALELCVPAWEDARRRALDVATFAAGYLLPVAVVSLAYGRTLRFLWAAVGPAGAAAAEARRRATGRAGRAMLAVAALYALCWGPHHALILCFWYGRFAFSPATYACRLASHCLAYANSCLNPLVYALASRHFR
HCV NS3 hel inh = inhibitors of Hepatitis C virus NS3 helicase; 290,000 tested, 0.56% active; NS3 helicase DNA unwinding, Cy5 molecular beacon fluorescence; AID 1800; inhibition, % at 10.9 µM;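 active = inhibition above the mean of all tested compounds plus 3 SD, set per campaign, cut at about 35% in these data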;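 also: 0% = DMSO wells and 100% = thioflavine S control wells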
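Control set: DMSO versus 110 µM thioflavine S; Material: NS3 helicase fragment of HCV; Measured by: Cy5 fluorescence at 0 and 60 min, beacon hairpin quenching; Read-out basis: percent inhibition from t60/t0 fluorescence ratio; Times: reaction time 60 min, 25 °C; Repeats: single replicate; Compound dosing: single dose, 10.9 µM nominal final, DMSO 0.8% final.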
IMP-1 inhibitor = inhibitors of Pseudomonas aeruginosa IMP-1 metallo-beta-lactamase | inhibition, % at 5.6 µM | AID 1556 | 290,000 tested, 0.45% active | purified IMP-1, nitrocefin hydrolysis, epi-absorbance fluorescence;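 active = inhibition above the mean plus 3 SD of all compounds in the same screening run, cut at about 4.5% in these data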;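 also: 0% = IMP-1 with DMSO and 100% = DMSO wells lacking enzyme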
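Assay system: purified recombinant IMP-1 beta-lactamase. Input: IMP-1 0.2 nM before substrate addition. Buffer or medium: Zinc- and detergent-supplemented HEPES buffer, pH 7.1. Schedule: 25 °C, 15 min preincubation, 25 min reaction. Signal: Epi-absorbance fluorescence, 480 nm excitation, 530 nm emission. Evaluation: percent inhibition from optical density relative to buffer-blank wells.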
PHOSPHO1 inh = PHOSPHO1 (human) inhibition. inhibition, % at 13.3 µM. AID 1565. recombinant PHOSPHO1, absorbance phosphatase assay. 290,000 tested, 1.1% active; in the data active = inhibition above about 60%
Target sequence (Q8TCT1 whole entry, looked up): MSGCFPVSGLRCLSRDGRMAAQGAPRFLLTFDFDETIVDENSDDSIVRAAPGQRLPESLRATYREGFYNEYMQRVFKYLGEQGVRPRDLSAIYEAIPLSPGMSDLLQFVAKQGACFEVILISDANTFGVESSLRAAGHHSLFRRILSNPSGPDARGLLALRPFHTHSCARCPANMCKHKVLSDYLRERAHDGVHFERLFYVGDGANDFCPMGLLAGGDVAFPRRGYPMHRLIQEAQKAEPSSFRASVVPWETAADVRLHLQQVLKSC
FID counter = counter-screen for HCV NS3 helicase inhibitors: DNA intercalator displacement; DNA fluorescent intercalator displacement, fluorescence; inhibition, % at 7.9 µM; 290,000 tested, 0.17% active; AID 1845; in the data active = inhibition above about 37%;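 also: 0% = vehicle and 100% = reference compound; higher means more ethidium bromide displaced from hairpin DNA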
The depositor's hits bear a star; . = no result given.

compound,GPR7 antagonist,VIM-2 inh,OXTR agonist,V1R ag counter,GalR3 antagonist,HCV NS3 hel inh,IMP-1 inhibitor,PHOSPHO1 inh,FID counter
Clc1ccc(-n2nnnc2CN2CCOCC2)cc1Cl,-4,-2.9,0.7,0.4,-3,-20,-4.6,1,-9
CCn1c(=O)c(C(=O)Nc2ccccn2)c(O)c2ccccc21,-4,-0.3,0.4,3.1,-2,5,-1.7,-10,-3
O=C(OCC(=O)N1CCC(Cc2ccccc2)CC1)c1ccc[nH]c1=O,5,-2.2,0.7,-0.1,-6,-5,-1.1,-17,-6
COCCNC(=O)Cn1c(=O)n(Cc2ccco2)c(=O)c2ccccc21,-8,-2.8,-0.4,0.3,0,5,-4.7,8,-1
Cc1ccc(NC(=O)C2CC(=O)NC(N3CCCCC3)=N2)cc1Cl (stereo unspecified),-11,-2.8,-0.9,1.2,-4,-6,-2.0,18,-9
CCN(CC(=O)NCc1cccs1)C(=O)CCOc1ccccc1C,4,-0.7,-0.9,1.6,2,2,-1.3,33,-22
CC(C)C(NS(=O)(=O)c1cccs1)C(=O)NCc1ccccc1 (stereo unspecified),-1,-3.5,-0.3,-0.2,5,6,-3.6,32,-4
CCOc1ccc(/C=C/C(=O)Oc2ccccc2)cc1,-1,0.0,-1.5,-0.5,-8,3,1.8,32,-13
O=C(Cc1ccc(Cl)cc1)NN1C(=O)c2ccccc2C1=O,-3,-0.5,0.5,1.0,3,-4,-3.4,-10,-8
Cc1csc(NC(=O)C2CCCN(S(=O)(=O)c3cccnc3)C2)n1 (stereo unspecified),-4,-5.9,1.9,1.1,-1,3,0.4,-9,-7
CSCCC(NS(=O)(=O)c1ccc(Cl)cc1)C(=O)OCc1c(Cl)cccc1Cl (stereo unspecified),-15,-4.4,-0.9,1.4,-7,-4,-2.8,4,-13
CCCCN1C(=O)c2ccc(C(=O)Nc3cccc(C)c3C)cc2C1=O,-2,-3.9,-0.9,0.4,-4,-2,-2.6,12,0
Cc1ccc2[nH]c3c(=O)n(CC(=O)NCCc4ccc(Cl)cc4)ncc3c2c1,0,-3.4,0.4,-0.1,2,-3,-1.3,32,-6
CCN(CC)S(=O)(=O)c1ccc(N2CCOCC2)c(NC(=O)c2ccc(NC(C)=O)cc2)c1,-13,-0.9,-1.4,0.3,-3,2,-3.0,25,-8
O=c1cc(Cn2nnc(-c3ccc(Cl)cc3)n2)nc2sccn12,-4,-2.0,17,19,-5,-3,-2.4,-6,-6
CCn1c(COc2ccc(OC)cc2)nnc1SCC(=O)Nc1cc(OC)ccc1OC,-3,-1.8,-0.9,2.3,-4,-10,-4.5,-14,-35
CCNC(=S)Nc1cc(Cl)ccc1Oc1ccccc1,-5,-1.1,-0.6,0.8,-3,-11,-1.3,1,-4
Cc1ccc2nc(NC(=O)C3CCCN(S(=O)(=O)c4cccc5nsnc45)C3)sc2c1 (stereo unspecified),-6,-1.4,-0.1,-0.1,-6,-74,-1.0,18,-9
COc1ccc2[nH]c(O)c(N=NC(=O)Cc3cccs3)c2c1,-4,-2.3,-2.3,-1.3,-5,4,-0.1,25,-12
CCN1CCN(C(c2nnnn2Cc2ccc3c(c2)OCO3)C(C)C)CC1 (stereo unspecified),2,-3.4,0.0,-0.3,-4,-4,-2.3,-10,2
COc1ccc(Nc2nc(NCC3CCCO3)nc(N)c2[N+](=O)[O-])cc1 (stereo unspecified),-22,-0.2,-2.5,-0.4,0,10,1.3,42,-13
Cc1ccc(S(=O)(=O)NC2CC2)cc1,-2,-0.3,-0.9,-0.7,-6,1,-5.7,14,-3
O=C(Nc1ccc2c(c1)CN(Cc1ccccc1O)CC2)C1CCCO1 (stereo unspecified),6,-2.3,1.7,1.7,-8,-5,-1.0,36,-3
CN(C1CCCCC1)S(=O)(=O)c1ccc(NC(=O)c2ccco2)cc1,-1,-2.7,0.6,1.1,0,7,-0.3,-10,-16
CCCc1nnc(NC(=O)CN2C(=O)c3ccccc3C2=O)s1,-6,-3.9,2.1,1.2,-2,-5,-3.7,86*,-5
O=C(NCCCCNC(=O)C(F)(F)F)C(F)(F)F,0,-3.2,1.5,0.8,-2,2,-2.8,9,0
Fc1ccc(-c2csc(N3CCOCC3)n2)cc1,2,1.3,-0.6,0.5,-5,-2,-1.3,8,-6
Cc1ccc(S(=O)(=O)NC2CC(C)(C)NC(C)(C)C2)cc1,3,-1.1,1.2,0.7,-8,1,-2.7,30,3
Cc1cc(N/N=C/c2ccncc2)c([N+](=O)[O-])cc1[N+](=O)[O-],-11,7.3,0.6,-1.6,-4,1,-3.4,36,-1
CCc1ccc(NC(=S)NCc2ccccc2)cc1,9,-3.3,-1.2,-1.1,-2,1,-1.8,1,-5

compound,GPR7 antagonist,VIM-2 inh,OXTR agonist,V1R ag counter,GalR3 antagonist,HCV NS3 hel inh,IMP-1 inhibitor,PHOSPHO1 inh,FID counter
O=C(Cn1nnc(-c2ccc(CN3CCOCC3)cc2)n1)Nc1nc(-c2ccccc2)cs1,4,-2.8,13,9.2,-7,-4,-4.1,-1,-3
CC(=O)c1csc(COc2ccc(Cl)cc2)n1,-13,-3.4,-1.4,-0.2,-1,-8,0.4,16,-3
CC1CCN(C(=O)c2ccccc2NC(=O)Cc2ccccc2)CC1,-13,-0.4,-1.0,-0.7,-1,-3,-0.6,13,-25
O=[N+]([O-])c1ccc(S(=O)(=O)Nc2nnc(C(F)(F)F)s2)cc1,-16,-2.5,-0.7,-0.1,-9,17,-3.8,30,-14
C#CCOC(=O)CCC(=O)NCCc1ccccc1,0,-1.7,-0.2,4.1,0,7,-2.2,-22,-4
CCn1c(NC(C)=O)c(-c2ccccc2Cl)c(=O)c2ccccc21,-21,0.0,-0.4,-0.1,-8,-4,-1.9,26,-3
Cn1c(/C(C#N)=C(\O)CN2CCN(Cc3ccccc3)CC2)nc2ccccc21,1,-2.1,-1.2,1.0,-4,6,-2.4,34,-5
O=c1c2ccccc2ncn1CCOc1ccccc1[N+](=O)[O-],13,0.7,0.5,1.1,-8,-9,-1.8,-27,-3
ON1C(c2ccccc2)CC2(O)c3nonc3CCC12 (stereo unspecified),-9,1.8,0.1,-0.3,-2,5,-1.9,-2,6
CCc1ccc(OCCOCC(O)CNC(C)CC)cc1 (stereo unspecified),-4,-4.0,-1.1,0.6,-6,-20,-3.5,-16,12
Cc1cccc(C)c1NC(=O)CSc1nc(COc2ccccc2)nc2ccccc12,-8,0.5,1.0,0.2,-4,-3,-3.0,-14,-6
CC(=O)C1=C(O)C(=O)N(CCNCCO)C1c1ccccc1 (stereo unspecified),1,-1.7,-0.6,0.3,-2,-11,0.4,26,1
CC(=O)c1ccc(OC(=O)CCc2ccccc2)cc1,-17,-1.1,-2.0,-0.2,-7,-1,0.2,-32,-20
Cn1ccnc1Sc1ccc(C(N)=O)cc1[N+](=O)[O-],-3,-2.4,0.8,-0.2,7,0,-2.6,48,-2
COc1ccc(-c2noc(N3CCCC(C(=O)Nc4ccccc4F)C3)n2)cc1 (stereo unspecified),3,-3.6,-0.5,0.6,.,-8,0.8,25,-21
COc1ccc(Oc2c(Cl)cnn(-c3ccc(Cl)c(Cl)c3)c2=O)cc1,20,-4.9,2.1,2.0,-7,2,-2.6,7,-1
COc1ccccc1C(=O)N/C(=C/c1ccc(Br)cc1)C(=O)NCC(=O)O,-6,-7.3,-0.3,0.2,-4,-7,-0.9,35,-29
CCN(CC)S(=O)(=O)c1ccc(Cl)c(NC(=O)CSc2cccc[n+]2[O-])c1,-14,-1.6,0.4,0.2,-1,-5,-3.4,23,-8
COc1ccccc1NC(=O)C1=C(C)Nc2nc(CCCO)nn2C1c1cccnc1 (stereo unspecified),-5,-1.4,0.5,0.5,1,-2,1.6,-10,-4
Cc1cc(C(=O)NNC(=O)c2ccc(S(=O)(=O)N(C)C)cc2)c(C)o1,-11,-2.8,1.8,0.4,-1,-7,-1.1,-13,-5
CSCc1ccc(C(=O)NC(C)c2cnn(-c3ccccn3)c2C)o1 (stereo unspecified),-12,-2.7,0.3,0.3,-2,11,-4.5,41,-9
CC(C)c1nnc(NC(=O)C2CCN(C(=O)Nc3ccc(Cl)cc3)CC2)s1,-1,-4.1,-0.1,2.3,-4,-2,-2.0,27,-28
Cc1cccc(NC(=O)CCNC(=O)c2ccco2)c1C,1,-3.2,0.6,-0.3,-2,6,-1.3,13,2
CCO/C(C)=C1/SC(=S)NC1=O,-10,0.0,1.6,2.1,-5,11,3.3,37,0
Cc1ccc(Nc2c([N+](=O)[O-])c(=O)n(C)c3ccccc23)cc1,-10,-1.2,-2.4,-0.6,0,-2,-3.8,25,-7
CCCC1CC(CCc2ccccc2)OS(=O)(=O)N1 (stereo unspecified),-2,1.1,-2.0,-0.6,-2,0,0.7,-36,-17
C[N+](C)(C)CCOc1ccc([N+](=O)[O-])cc1,-5,-0.3,1.3,0.2,-5,14,-1.7,21,4
Cc1cc(C)n2nc(CCCO)nc2n1,2,-3.6,0.4,2.4,-3,13,-2.8,41,3
Cc1cc2nc3n(c2cc1C)CC1CC(C(=O)NCc2ccco2)N(C)C31 (stereo unspecified),.,.,-0.7,0.2,-4,.,.,44,.
NC(=O)c1c(NC(=O)c2cccnc2)sc2c1CCCC2,1,-2.5,-1.8,0.1,7,4,-4.4,-5,-8

compound,GPR7 antagonist,VIM-2 inh,OXTR agonist,V1R ag counter,GalR3 antagonist,HCV NS3 hel inh,IMP-1 inhibitor,PHOSPHO1 inh,FID counter
Cc1ccc(NC(=O)c2ccc3c(c2)N(CC(=O)N2CCCCC2)C(=O)C(C)(C)O3)cc1,-4,-3.0,-1.3,0.3,-1,1,-1.4,10,-8
Cc1cc(C)c(-n2nnnc2SCC(=O)c2cc3ccccc3o2)c(C)c1,-21,-0.8,0.0,-1.3,-4,7,-1.9,3,-5
COc1cccc(NC(=O)COc2c(F)c(F)c(C(F)(F)F)c(F)c2F)c1,-9,-1.3,0.8,1.1,-5,-3,-3.1,1,-13
COc1ccc(CNC(=O)CN(CC2CCCO2)C(=O)CNS(=O)(=O)c2ccc(F)cc2)cc1 (stereo unspecified),-12,-2.5,.,.,0,0,-3.0,5,-14
COc1ccc(/C=C2\CC/C(=C\c3ccc(OC)c(OC)c3)C2=O)cc1OC,-4,-4.0,-0.4,2.8,-4,-4,-2.4,-5,-14
CC12CCC(C(=O)NCc3ccc4c(c3)OCO4)(C(=O)C1=O)C2(C)C (stereo unspecified),-7,-1.5,-0.1,-1.0,-4,4,-2.6,10,-2
COC(=O)c1[nH]c2cccc(OC)c2c1NC(=O)CCN1CCC(C(N)=O)CC1,-11,-4.2,0.5,-0.2,.,1,0.2,45,0
